RNase H inhibition: RNase H inhibition, HIV 1 Gag Pol polyprotein, FRET biochemical assay, screening (AID 372) | HIV-1 RT RNase H, FRET RNA/DNA substrate fluorescence; higher % means a stronger effect | actives 0.77% (n = 100,000) | inhibition, % at 10 µM, or IC50 in µM where a hit was titrated; in the data active = inhibition above about 50%
* hit, by the source's call.

SMILES	RNase H inhibition
CCOc1ccc(C(=O)Nc2ccc(NC(=O)CC)cc2)cc1Br	12%
CCSc1nc2c(c(=O)n1CC1CCCC1)C1(CCCC1)Cc1ccccc1-2	15%
Cc1cc(C)nc(SCC(=O)NCc2ccco2)n1	0%
CCOC(=O)c1c(NC(=O)c2ccncc2)sc(C(C)=O)c1C	14%
CCOc1ccc(C(=O)Nc2cc(Cl)cc(Cl)c2)cc1Br	1%
Cc1cc(C)n(-c2ccc(N3CCOCC3)nn2)n1	11%
CCOc1cccc(NC(=O)/C(C#N)=C\c2cc(C)n(C3CCCCC3)c2C)c1	2%
O=c1oc(-c2ccc(Cl)cc2Cl)nc2ccccc12	4%
COc1ccc(CCN2C(=O)/C(=C\c3cccc([N+](=O)[O-])c3)SC2=S)cc1OC	0%
Cc1ccccc1NC(=O)/C(C#N)=C\c1cccnc1	9%
Cc1ccc(S(=O)(=O)NCCC(=O)Nc2ccc([N+](=O)[O-])cc2)cc1	13%
COc1ccccc1NC(=O)C(=O)NNC(=O)c1cccc(Cl)c1	2%
CCOc1cccc(N2C(=O)/C(=C/c3cc(Br)c(O)c(OCC)c3)C(=O)NC2=S)c1	4%
COc1ccc2c(c1)sc1nc(-c3cc4cccc(OC)c4oc3=O)cn12	17%
Cc1c(N=Cc2ccc(-c3ccc([N+](=O)[O-])cc3Br)o2)c(=O)n(-c2ccccc2)n1C	7%
Cc1c(Cl)ccc2c(N=Nc3ccccn3)c(O)[nH]c12	10%
COc1cc(C(=O)NN2C(=O)/C(=C/c3ccccc3)SC2=S)ccc1O	4%
CC(=O)Nc1ncc(Cc2ccc(Cl)cc2Cl)s1	0%
CCN(CC)C(=O)C(Sc1ccccc1)c1ccccc1 (stereo not drawn)	7%
CCOC(=O)CC(NC(C)=O)c1ccc([N+](=O)[O-])cc1 (stereo not drawn)	1%
CCOc1ccc(NC(=O)c2cc(-c3ccc(OC)c(OC)c3)nc3ccccc23)cc1	9%
c1cc2c(cc1CN1CCN(Cc3ccc4c(c3)OCO4)CC1)OCO2	6%
Cc1ccc(OCC(=O)Nc2nccs2)c(C)c1	6%
O=C1C(Nc2cccc(Br)c2)=C(N2CCCCC2)C(=O)c2ccccc21	11%
COC(=O)C1=C(C)N=c2s/c(=C\c3cccc(Br)c3)c(=O)n2C1c1ccccc1 (stereo not drawn)	11%
O=C(Nc1cccc(C(F)(F)F)c1)/C(=C/c1cccnc1)NC(=O)c1cccc(Br)c1	21%
N#C/C(=C\c1ccc([N+](=O)[O-])cc1)c1nc2ccccc2c(=O)[nH]1	8%
CC1=C(C(=O)OCCOc2ccccc2)C(c2ccccc2[N+](=O)[O-])C2=C(CCCC2=O)N1 (stereo not drawn)	27%
COc1cc2ccccc2cc1C(=O)NC(=S)Nc1cc(C(F)(F)F)ccc1Cl	8%
COc1ccc(-n2c(/C=C3/C(=O)N(C)c4ccc(C)cc43)nc3ccccc3c2=O)cc1	9%
O=C1C(=O)N(c2cccc(C(F)(F)F)c2)C(c2ccccc2[N+](=O)[O-])/C1=C(/O)c1ccccc1 (stereo not drawn)	4%
CC(=O)Nc1ccc(NC(C)=O)c(N[C@H]2OC[C@H](O)[C@H](O)[C@H]2O)c1	0%
COCCCNC(=O)COc1ccc(C)cc1	1%
Cc1c(C(=O)NCCSc2ccccn2)cccc1[N+](=O)[O-]	3%
CC(C)OP(C)(=O)CN1CCN(CP(C)(=O)OC(C)C)CC1 (stereo not drawn)	8%
COc1ccc(/C(O)=C/c2nc3ccccc3oc2=O)cc1	2%
O=C(NC(NC(=O)c1ccccc1)c1cccc([N+](=O)[O-])c1)c1ccccc1	4%
O=C(c1cc2ccccc2oc1=O)N1c2ccccc2Sc2ccccc21	2%
O=C(Nc1ccc2nn(-c3ccc(F)cc3)nc2c1)c1ccccc1F	35%
CC(C)(CO)NC(=O)CC12CC3CC(CC(C3)C1)C2	2%
c1ccc(CSc2nnc(-c3cccnc3)o2)cc1	3%
CCc1ccc(N2CC(C(=O)NCc3ccc(C)cc3)CC2=O)cc1 (stereo not drawn)	7%
CC1=NN(c2ccc(S(N)(=O)=O)cc2)C(=O)/C1=C\c1ccc2c(c1)OCO2	5%
CC(=O)c1ccc(N(C(C)=O)C2=C(NCCO)C(=O)c3ccccc3C2=O)cc1	12%
COc1ccc(-c2nnc(OC)c3ccccc23)cc1	0%
S=C(Nc1ccc2nccnc2c1)N1CCOCC1	3%
COc1cccc(NC(=O)CN(c2ccc(C)cc2)S(=O)(=O)c2ccc(SC)cc2)c1	10%
O=P(O)(Oc1ccc(Cl)cc1)Oc1ccccc1F	0%

Structural class: those above containing an aryl thioether with sulfur outside any ring.
SMILES	RNase H inhibition
CCSc1nc2c(c(=O)n1CC1CCCC1)C1(CCCC1)Cc1ccccc1-2	15%
Cc1cc(C)nc(SCC(=O)NCc2ccco2)n1	0%
CCN(CC)C(=O)C(Sc1ccccc1)c1ccccc1 (stereo not drawn)	7%
Cc1c(C(=O)NCCSc2ccccn2)cccc1[N+](=O)[O-]	3%
c1ccc(CSc2nnc(-c3cccnc3)o2)cc1	3%
COc1cccc(NC(=O)CN(c2ccc(C)cc2)S(=O)(=O)c2ccc(SC)cc2)c1	10%

New compounds follow
SMILES	RNase H inhibition
COc1ccc(CNC(=O)C(=O)NCC(C)C)cc1	9%
O=C(Nc1ccc(F)cc1)Nc1nnc(CSCc2ccc(Cl)cc2Cl)s1	12%
COc1ccc(C(=O)Nc2ccc(C(=O)O)cc2)cc1S(=O)(=O)N1CCOCC1	6%
OC(c1ccccc1)(c1ccccc1)c1nc2ccccc2n1-c1ccccc1	16%
O=C(O)COc1ccccc1/C=N/N1CCN(C(c2ccccc2)c2ccccc2)CC1	12%
COc1ccc(-c2nc3cc(NC(=S)NC(=O)c4ccc(OC)c(Cl)c4)ccc3o2)cc1	16%
CCn1c2ccccc2c2cc(CN3CCC(N4CCCCC4)CC3)ccc21	13%
CC(C)c1ccc(N2C(=O)NC(=O)/C(=C\c3cnn(-c4ccccc4)c3)C2=O)cc1	18%
O=C(NN=C1CCCCCCC1)c1cccnc1	0%
CCOC(=O)C1=C(C)N=c2s/c(=C\c3ccco3)c(=O)n2C1c1cccc(OC)c1 (stereo not drawn)	7%
COc1ccc2c(c1)CCC/C2=N\OC(=O)c1ccccc1F	14%
COc1ccc(Br)cc1CN1CCCCC1	13%

3 entries already listed, ordered by number of heavy atoms, high to low.
SMILES	RNase H inhibition
O=C(O)COc1ccccc1/C=N/N1CCN(C(c2ccccc2)c2ccccc2)CC1	12%
CCn1c2ccccc2c2cc(CN3CCC(N4CCCCC4)CC3)ccc21	13%
O=C(NN=C1CCCCCCC1)c1cccnc1	0%

Three neighbouring compounds from above, quoted:
SMILES	RNase H inhibition
CCOC(=O)C1=C(C)N=c2s/c(=C\c3ccco3)c(=O)n2C1c1cccc(OC)c1 (stereo not drawn)	7%
COc1ccc2c(c1)CCC/C2=N\OC(=O)c1ccccc1F	14%
COc1ccc(Br)cc1CN1CCCCC1	13%

Next section.
SMILES	RNase H inhibition
CCN(CC)c1ccc(/C=C2\N=C(SC)SC2=O)cc1	43%
O=C(Nc1cc(C(F)(F)F)ccc1Cl)c1ccc(C(=O)Nc2cc(C(F)(F)F)ccc2Cl)cc1	0%
O=C(CSc1nnc(-c2ccco2)n1-c1ccccc1)NCCOc1ccccc1	2%
CCOc1ccc(N2C(=O)CC(SC(=NCCCO)Nc3ccccc3)C2=O)cc1 (stereo not drawn)	9%
Cc1cc(N/N=C/c2ccc(Cl)cc2Cl)nc2ccccc12	9%
Cc1ccc(S(=O)(=O)Nc2cc([N+](=O)[O-])ccc2C(=O)Nc2cc([N+](=O)[O-])ccc2C(=O)O)cc1	5%
COc1ccc(N2C(=O)c3ccccc3NC2c2ccc(OC)cc2OC)cc1 (stereo not drawn)	4%
Cc1ccc(N2C(=O)CC(NCC3CCCO3)C2=O)cc1 (stereo not drawn)	6%
COc1cc(C(=O)NC(NC(=S)Nc2cccc(C)c2)C(Cl)(Cl)Cl)cc(OC)c1OC (stereo not drawn)	13%
O=C(Nc1ccc2c(c1)C(=O)OC2)Nc1cccc2ccccc12	18%
CSc1nn(CCc2ccncc2)c(=S)s1	0%
Cc1ccc(/C=C2\C(=O)NC(=S)N(c3ccc(Br)cc3C)C2=O)o1	24%
O=C(NC(=S)Nc1ccccc1[N+](=O)[O-])c1ccccc1Cl	7%
Cc1cccc(NC(=O)/C(C#N)=C\c2cc(C)n(-c3ccc(C)c(C)c3)c2C)c1	10%
Cc1cc(Oc2ccc(C#N)c(C#N)c2)c(C(C)C)cc1C1(c2cc(C(C)C)c(Oc3ccc(C#N)c(C#N)c3)cc2C)OC(=O)c2ccccc21	7%
Cc1cc([O-])c2n(cn[n+]2Cc2ccccc2Cl)n1	3%
COc1ccc(CC(=O)Nc2sc3c(c2C(=O)Nc2ccccc2C)CCCC3)cc1	7%
COc1ccc(CNC(=O)c2ccc(Cl)cc2)cc1	0%
Cc1ccc(C(=O)NCC(=O)c2ccc(Br)cc2)cc1	3%
O=C(c1cccc(C#Cc2ccccc2)c1)N1CCN(c2ccccn2)CC1	20%
O=C(Nc1ncc(Cc2ccccc2Cl)s1)C(c1ccccc1)c1ccccc1	11%
CC(C)(C)OC(=O)COc1ccc(/C=N/NC(=O)CN(c2ccccc2Br)S(C)(=O)=O)cc1	12%
COc1ccc(C2NC(=O)NC(C)=C2C(=O)OCc2ccc3c(c2)OCO3)cc1OC (stereo not drawn)	14%
NC(CC(=O)O)c1ccccc1 (stereo not drawn)	5%
CCSC1=C(C#N)C(CC(C)C)C2=C(CCCC2=O)N1 (stereo not drawn)	7%
COc1ccccc1NC(=O)c1ccc(C(=O)c2ccccc2)o1	0%
Cc1cc(C)cc(OCC(=O)Nc2ccc(F)c([N+](=O)[O-])c2)c1	6%
O=C(Nc1nnc(CSCc2ccccc2Cl)s1)Nc1ccc(Cl)cc1Cl	46%
COc1ccc([N+](=O)[O-])cc1NCc1ccccc1F	12%
O=C(Nc1ccc(Br)cn1)c1cccc(Cl)c1Cl	2%
O=C(Nc1ccc2oc(-c3ccc(Cl)c(Cl)c3)nc2c1)c1ccc([N+](=O)[O-])cc1Cl	20%
CCOc1ccccc1NC(=O)c1cc(C(=O)O)ccc1C(=O)O	8%
Cc1cccc(C)c1OCCOc1ccccc1C=C1C(=O)NC(=O)NC1=O	9%
COc1cc(/C=C/C(=O)O)cc(S(=O)(=O)N2CCc3ccccc3C2)c1OC	5%
Cc1cc2c(nc3s/c(=C\c4ccc(-c5ccc(F)cc5)o4)c(=O)n32)c(Br)c1C	11%
COC(=O)c1ccccc1NC(=O)c1cccc(C)c1	4%
COc1cc(NC(=O)c2ccc(C)cc2)cc(OC)c1	0%
O=C(Nc1cccc2ccccc12)ON=C1c2ccccc2-c2ccccc21	56%*
CCOc1cccc(C(=O)NC(=S)Nc2cccc(NC(=O)c3ccc(Cl)cc3Cl)c2)c1	12%
CCCC(=O)Nc1ccc(NC(=O)c2cc([N+](=O)[O-])ccc2Cl)cc1	16%
Cc1nc2n(/N=C/c3ccc([N+](=O)[O-])cc3)c3ccccc3n2c1C#N	11%
CC(Oc1ccc2c3c(c(=O)oc2c1)CCCC3)C(=O)c1ccccc1 (stereo not drawn)	14%
CCCCNCCCCCCOc1cc(C)c(Cl)c(C)c1	19%
COC(=O)C1=C(C)NC2=C(C(=O)c3ccccc32)C1c1ccc(OCc2cccc([N+](=O)[O-])c2)cc1 (stereo not drawn)	19%
O=C(/C=C/c1ccco1)Nc1ccccc1NC(=O)/C=C/c1ccco1	15%
COCCOC(=O)C1=C(C)NC(C)=C(C(=O)OCCOC)C1c1cn(-c2ccccc2)nc1-c1ccc([N+](=O)[O-])cc1	18%
CCOC(=O)C1=C(C)N=c2s/c(=C/c3cccc([N+](=O)[O-])c3)c(=O)n2C1c1ccccc1Cl (stereo not drawn)	10%
Cc1ccc(NC(=O)CSc2nc(C(F)(F)F)cc(=O)[nH]2)cc1C	7%
Cc1ccc(-c2nc3ccccc3o2)cc1NC(=O)c1cccc(Cl)c1Cl	43%
CCOC(=O)C1=C(C)N=c2s/c(=C\c3ccc(OC)c(Br)c3)c(=O)n2C1c1ccc(OC)c(OC)c1 (stereo not drawn)	3%
Cc1ccc(C)c(NCc2cccc([N+](=O)[O-])c2)c1	4%
CCOC(=O)C1=C(C)N=c2s/c(=C\c3ccc(OCc4ccc(Cl)cc4)cc3)c(=O)n2C1c1ccccc1 (stereo not drawn)	0%
CC1=C(C(=O)OCCc2ccccc2)C(c2ccccc2C(F)(F)F)NC(=O)N1C (stereo not drawn)	3%
CCCc1cc(=O)n2[nH]c(C)c(-c3cccc4ccccc34)c2n1	1%
CC(O)c1nc2ccccc2n1Cc1ccc2ccccc2c1 (stereo not drawn)	3%
CCOC(=O)N(Cc1ccccc1)C(C(=O)O)C(C(=O)O)N(Cc1ccccc1)C(=O)OCC (stereo not drawn)	0%
COc1ccc(C(=O)Nc2cc3nn(-c4ccccc4)nc3cc2C)cc1[N+](=O)[O-]	11%
COc1ccc(Br)cc1/C=C/C(=O)Nc1ccc(OC(F)(F)F)cc1	10%
Cc1cc2ncn(CC(O)COc3cccc(C(=O)O)c3)c2cc1C (stereo not drawn)	10%
CCOC(=O)C1=C(C)NC(C)=C(C(=O)OC)C1c1ccco1 (stereo not drawn)	4%
COC(=O)c1cccc(S(=O)(=O)N2CCOCC2)c1	0%

Not all compounds are listed (hit frequency here may not be typical).
